Mtb BioA inh: M. tuberculosis BioA enzyme inhibitors, primary screen, biochemical, plate reader, single point, HTS | 7,8-diaminopelargonic acid synthase BioA (Mycobacterium tuberculosis) | purified M. tuberculosis BioA enzyme | inhibition, % at 9.99 µM | 360,000 tested, 0.096% active | AID 602481, 2012; in the data active means inhibition above about 40%
Active calls of the source: *. Not all compounds are listed; the hit share may differ from the screen's.

SMILES	Mtb BioA inh
COc1ccc(-c2cnc3c(c2)C(=O)N([C@@H](C)CO)C[C@H](C)[C@H](CN(C)C(=O)Cc2ccncc2)O3)cc1	-2.2
Cc1noc(C)c1S(=O)(=O)N(C)C[C@@H]1Oc2c(NC(=O)c3nc4ccccc4s3)cccc2C(=O)N([C@H](C)CO)C[C@@H]1C	-0.6
O=C(CCN1CCCCC1)N[C@@H]1CC[C@@H](CCNS(=O)(=O)c2ccc(Cl)cc2)O[C@@H]1CO	-1.6
O=C(Nc1ccccc1F)N1C[C@@H]2[C@H](c3ccccc31)[C@H](CO)N2C(=O)Cc1cccnc1	3.5
C[C@H](CO)N1C[C@H](C)[C@@H](CN(C)C(=O)CC2CC2)Oc2cc(-c3ccccc3)ccc2S1(=O)=O	3.9
C[C@@H]1CN([C@H](C)CO)C(=O)Cc2cc(NC(=O)c3ccncc3)ccc2O[C@@H]1CN(C)S(=O)(=O)c1ccc(Cl)cc1	-2.1
C[C@H](CO)N1C[C@H](C)[C@H](CN(C)C(=O)Nc2ccccc2)Oc2c(NS(=O)(=O)c3ccc(F)cc3)cccc2C1=O	0.3
COc1cccc(-c2ccc3c(c2)[C@H]2[C@H](CCN2C(=O)c2ccccn2)[C@H](CO)N3)c1	3.8
O=C(C[C@@H]1CC[C@@H]2[C@H](COC[C@@H](O)CN2C(=O)c2ccccc2F)O1)NCc1ccc(-c2ccccc2)cc1	-1.7
O=C(Nc1cccc(F)c1)N1C[C@@H]2[C@H](c3ccccc31)[C@H](CO)N2C(=O)C1CCOCC1	0.4
C[C@H]1CN([C@@H](C)CO)C(=O)c2ccccc2-c2ccccc2CO[C@H]1CN(C)C(=O)[C@H](Cc1ccccc1)N(C)C	0.8
O=C(C[C@H]1CC[C@@H]2[C@H](COC[C@@H](O)CN2Cc2ccc(Oc3ccccc3)cc2)O1)Nc1nccs1	0.2
C[C@@H]1CN([C@H](C)CO)C(=O)c2cccc(NC(=O)Nc3ccc(C(F)(F)F)cc3)c2O[C@H]1CN(C)CC1CC1	0.5
CN(C)CC(=O)N1[C@@H](C#N)[C@H](c2ccc(C#CC3CCCC3)cc2)[C@@H]1CO	-2.1
C[C@H](CO)N1C[C@H](C)[C@H](CN(C)C(=O)Nc2cccc3ccccc23)OCCCC[C@H](C)Oc2ccc(NC(=O)CCCN(C)C)cc2C1=O	2.1
C[C@@H]1CN([C@H](C)CO)C(=O)Cc2cc(NS(=O)(=O)c3ccc(F)cc3)ccc2O[C@H]1CN(C)Cc1ccccc1	-3.9
CCCNC(=O)N1C[C@@H](O)COC[C@@H]2O[C@@H](CC(=O)N[C@@H]3CCN(Cc4ccccc4)C3)CC[C@H]21	0.8
Cc1noc(C)c1NC(=O)N(C)C[C@H]1Oc2ccc(NC(=O)c3ccncc3)cc2C(=O)N([C@H](C)CO)C[C@H]1C	-0.4
COC(=O)C[C@@H]1CC[C@H]2[C@@H](COc3ccc(NS(=O)(=O)c4ccccc4F)cc3C(=O)N2C)O1	-0.5
C[C@@H]1CCCCO[C@H](CN(C)C(=O)Nc2cccc3ccccc23)[C@@H](C)CN([C@H](C)CO)C(=O)c2cc(NC(=O)Cc3ccccc3)ccc2O1	-1.2
CCNC(=O)C[C@H]1CC[C@@H]2[C@H](COc3ccc(NC(=O)c4ccccc4)cc3C(=O)N2C)O1	-0.2
CN(C)CC(=O)N1[C@H](CO)[C@H](c2ccc(C#CC3CCCC3)cc2)[C@@H]1C#N	-0.9
C[C@@H]1CN([C@H](C)CO)C(=O)c2cc(NC(=O)Nc3cccc4ccccc34)ccc2O[C@@H]1CN(C)S(=O)(=O)c1cn(C)cn1	-2.0
COc1ccc(S(=O)(=O)N(C)C[C@H]2Oc3ccc(NS(C)(=O)=O)cc3C(=O)N([C@@H](C)CO)C[C@H]2C)cc1	0.9
CC(C)NC(=O)N1CCCCN2[C@@H](CO)[C@H](c3ccc(C#Cc4ccccc4)cc3)[C@@H]2C1	-2.9
Cc1ccc(S(=O)(=O)N[C@H]2CC[C@@H](CC(=O)NCCc3ccncc3)O[C@H]2CO)cc1	-1.5
COc1ccc(NC(=O)N(C)C[C@H]2Oc3ccc(NS(=O)(=O)c4cn(C)cn4)cc3C(=O)N([C@H](C)CO)C[C@H]2C)cc1	-6.6
COc1ccc(-c2ccc([C@H]3[C@H]4CN(C(=O)Cc5ccncc5)CCCCN4[C@H]3CO)cc2)cc1	-4.6
C[C@@H](O)C#Cc1ccc2c(c1)O[C@H](CN(C)Cc1ccncc1)[C@@H](C)CN([C@@H](C)CO)S2(=O)=O	1.7
C[C@H](CO)N1C[C@H](C)[C@@H](CN(C)C(=O)Cc2ccccc2)OCCCC[C@H](C)Oc2ccc(NS(=O)(=O)c3ccc(Cl)cc3)cc2C1=O	-0.5
COc1ccc(-c2ccc3c(c2)O[C@H](CN(C)CC2CCOCC2)[C@@H](C)CN([C@H](C)CO)S3(=O)=O)cc1	-0.5
C[C@H](CO)N1C[C@H](C)[C@H](CN(C)CC2CC2)Oc2c(NC(=O)c3ccncc3)cccc2C1=O	-0.9
C[C@H](CO)N1C[C@H](C)[C@@H](CN(C)S(=O)(=O)c2ccccc2)OCCCC[C@H](C)Oc2ccc(NS(C)(=O)=O)cc2C1=O	2.9
C[C@H](CO)N1C[C@H](C)[C@@H](CN(C)CC2CCCC2)Oc2ncc(C#CCc3ccccc3)cc2C1=O	1.3
CCC(=O)Nc1ccc2c(c1)C(=O)N(C)[C@H]1CC[C@H](CC(=O)Nc3cccc(F)c3)O[C@@H]1CO2	1.5
CO[C@H](CN(C)C(=O)C1CCOCC1)[C@@H](C)CN(C(=O)Nc1ccc(C(F)(F)F)cc1)[C@@H](C)CO	-0.4
O=C(C[C@H]1C[C@@H]2c3cc(NS(=O)(=O)c4ccc(F)cc4)ccc3O[C@@H]2[C@@H](CO)O1)NCC1CC1	1.1
N#C[C@@H]1[C@H](c2ccc(-c3cccnc3)cc2)[C@H](CO)N1C(=O)C1CCC1	-1.4
O=S(=O)(N[C@@H]1CC[C@@H](CCn2cc(-c3ccccn3)nn2)O[C@@H]1CO)c1cccc(F)c1	-1.3
C[C@H]1CN([C@@H](C)CO)C(=O)c2cccc(NS(C)(=O)=O)c2O[C@@H]1CN(C)Cc1ccc(C(=O)O)cc1	-2.3
COc1cccc(S(=O)(=O)Nc2ccc3c(c2)[C@@H]2C[C@@H](CC(=O)NCc4ccc(Cl)cc4)O[C@H](CO)[C@@H]2O3)c1	3.0
O=C(Nc1ccccc1F)N[C@H]1CC[C@@H](CCNC(=O)C2CCCC2)O[C@@H]1CO	2.7
Cc1noc(C)c1S(=O)(=O)Nc1ccc2c(c1)CC(=O)N([C@H](C)CO)C[C@@H](C)[C@H](CN(C)Cc1ccc(Cl)c(Cl)c1)O2	-0.5
C[C@H](CO)N1C[C@H](C)[C@H](CN(C)S(C)(=O)=O)Oc2c(NC(=O)c3cnccn3)cccc2C1=O	-0.5
C[C@@H]1CN([C@H](C)CO)C(=O)c2cccc(NS(=O)(=O)c3cccs3)c2O[C@@H]1CN(C)Cc1ccc(-c2ccccc2)cc1	-4.8

Some of these compounds in order of formula weight, highest first.
SMILES	Mtb BioA inh
C[C@H](CO)N1C[C@H](C)[C@@H](CN(C)S(=O)(=O)c2ccccc2)OCCCC[C@H](C)Oc2ccc(NS(C)(=O)=O)cc2C1=O	2.9
C[C@H](CO)N1C[C@H](C)[C@@H](CN(C)CC2CCCC2)Oc2ncc(C#CCc3ccccc3)cc2C1=O	1.3
CCC(=O)Nc1ccc2c(c1)C(=O)N(C)[C@H]1CC[C@H](CC(=O)Nc3cccc(F)c3)O[C@@H]1CO2	1.5
N#C[C@@H]1[C@H](c2ccc(-c3cccnc3)cc2)[C@H](CO)N1C(=O)C1CCC1	-1.4

A run of entries from further up:
SMILES	Mtb BioA inh
CCC(=O)Nc1ccc2c(c1)C(=O)N(C)[C@H]1CC[C@H](CC(=O)Nc3cccc(F)c3)O[C@@H]1CO2	1.5
CO[C@H](CN(C)C(=O)C1CCOCC1)[C@@H](C)CN(C(=O)Nc1ccc(C(F)(F)F)cc1)[C@@H](C)CO	-0.4
O=C(C[C@H]1C[C@@H]2c3cc(NS(=O)(=O)c4ccc(F)cc4)ccc3O[C@@H]2[C@@H](CO)O1)NCC1CC1	1.1
N#C[C@@H]1[C@H](c2ccc(-c3cccnc3)cc2)[C@H](CO)N1C(=O)C1CCC1	-1.4
O=S(=O)(N[C@@H]1CC[C@@H](CCn2cc(-c3ccccn3)nn2)O[C@@H]1CO)c1cccc(F)c1	-1.3

Continued.
SMILES	Mtb BioA inh
CO[C@@H]1CN(C)C(=O)c2cc(NS(=O)(=O)Cc3ccccc3)ccc2OC[C@@H](C)N(Cc2cccnc2)C[C@H]1C	0.8
COc1ccccc1C#Cc1ccc([C@H]2[C@H](CO)N3CCCCN(C(=O)C4CC4)C[C@@H]23)cc1	-3.8
C[C@@H]1CCCCO[C@@H](CN(C)C(=O)Cc2ccccc2)[C@@H](C)CN([C@@H](C)CO)C(=O)c2cc(NC(=O)NC3CCCCC3)ccc2O1	-0.3
CC(C)NC(=O)Nc1ccc2c(c1)C(=O)N([C@@H](C)CO)C[C@@H](C)[C@H](CN(C)C(=O)Nc1ccc(F)cc1)OCCCC[C@H](C)O2	-1.3
C[C@@H]1CN([C@@H](C)CO)C(=O)c2cc(/C=C/c3ccccc3)cnc2O[C@H]1CN(C)C(=O)c1ccc(F)cc1	1.6
O=C(N[C@@H]1CC[C@@H](CCn2cc(C3(O)CCCC3)nn2)O[C@@H]1CO)c1ccccc1F	1.9
Cc1ccc(S(=O)(=O)Nc2cccc3c2O[C@H](CN(C)C(=O)Nc2ccccc2)[C@@H](C)CN([C@H](C)CO)C3=O)cc1	-0.7
O=C(Cc1ccccn1)N[C@@H]1CC[C@@H](CCNS(=O)(=O)c2cccc(F)c2)O[C@H]1CO	-0.7
CCCN1C[C@@H](C)[C@H](OC)CN(C)C(=O)c2cc(NC(=O)c3ccc(F)cc3)ccc2OC[C@@H]1C	0.3
CCCN(C)C[C@H]1Oc2ncc(-c3ccccc3)cc2C(=O)N([C@H](C)CO)C[C@H]1C	3.4
C[C@H](CO)N1C[C@H](C)[C@@H](CN(C)S(=O)(=O)c2ccccc2F)Oc2cc(C#Cc3cccc(F)c3)ccc2S1(=O)=O	-1.5
CN(C)CC(=O)N[C@H]1CC[C@@H](CCNS(=O)(=O)c2ccccc2)O[C@H]1CO	-2.7
C[C@H](CO)N1C[C@H](C)[C@H](CN(C)C(=O)NC2CCCC2)Oc2ncc(C3=CCCC3)cc2C1=O	2.5
C[C@@H]1CN([C@@H](C)CO)C(=O)c2cc(NC(=O)Nc3cccc4ccccc34)ccc2O[C@@H]1CN(C)Cc1ccc(Cl)c(Cl)c1	-2.1
C[C@@H]1CN([C@H](C)CO)C(=O)c2cccc(NS(C)(=O)=O)c2O[C@@H]1CN(C)Cc1ccc(-c2ccccc2)cc1	1.3
O=C(C[C@@H]1C[C@@H]2c3cc(NS(=O)(=O)c4ccc(F)cc4)ccc3O[C@@H]2[C@H](CO)O1)NC1CCCCC1	-1.1
CC(=O)N(C)C[C@H]1Oc2ncc(-c3cccc(C#N)c3)cc2C(=O)N([C@H](C)CO)C[C@H]1C	9.3
Cc1noc(C)c1NC(=O)Nc1cccc2c1O[C@H](CN(C)Cc1ccccc1)[C@@H](C)CN([C@H](C)CO)C2=O	0.8
CN(C)C(=O)c1cccc(-c2ccc3c(c2)[C@@H]2[C@@H](CCN2C(=O)c2cccc(F)c2)[C@H](CO)N3C)c1	8.6
C[C@H]1CN([C@@H](C)CO)C(=O)c2cc(NS(=O)(=O)c3ccc(Cl)cc3)ccc2O[C@H]1CN(C)Cc1ccc(C(F)(F)F)cc1	-0.5
C[C@@H]1CN([C@@H](C)CO)C(=O)c2ccccc2-c2ccccc2CO[C@@H]1CN(C)Cc1ccc2c(c1)OCO2	1.5
CN(C)C(=O)c1ccc(-c2ccc([C@@H]3[C@@H](CO)N4CCCCN(C(=O)C5CCC5)C[C@H]34)cc2)cc1	-3.9
CCCC#Cc1cnc2c(c1)C(=O)N([C@@H](C)CO)C[C@@H](C)[C@@H](CN(C)C(=O)C1CCC1)O2	2.7
C[C@H]1CN([C@@H](C)CO)S(=O)(=O)c2ccc(C#Cc3ccc(F)cc3)cc2O[C@H]1CN(C)C(=O)NC1CCCCC1	-1.5
COCC(=O)Nc1ccc2c(c1)OC[C@@H](C)N(C(=O)c1ccccc1)C[C@H](C)[C@@H](OC)CN(C)C2=O	0.4
C[C@@H]1CN([C@H](C)CO)C(=O)c2cccc(NS(=O)(=O)c3cccs3)c2O[C@@H]1CN(C)CC1CCCCC1	-0.9
C[C@@H]1CN([C@@H](C)CO)C(=O)c2cc(-c3ccccc3)cnc2O[C@H]1CN(C)Cc1cccnc1	5.9
Cc1ccc(S(=O)(=O)Nc2cccc3c2O[C@@H](CN(C)Cc2ccc(-c4ccccc4)cc2)[C@@H](C)CN([C@H](C)CO)C3=O)cc1	-2.4
C[C@@H]1CN([C@H](C)CO)C(=O)Cc2cc(NC(=O)CCN3CCOCC3)ccc2O[C@@H]1CN(C)C	-1.1
C[C@@H]1CN([C@@H](C)CO)C(=O)c2cccc(NC(=O)C3CCCCC3)c2O[C@H]1CN(C)S(=O)(=O)c1ccc(F)cc1	-4.4
COc1cccc(CNC(=O)C[C@@H]2CC[C@H](NC(=O)C3CC3)[C@H](CO)O2)c1	4.5
Cc1noc(C)c1S(=O)(=O)N(C)C[C@@H]1Oc2ccc(NC(=O)NC(C)C)cc2CC(=O)N([C@H](C)CO)C[C@@H]1C	0.1
Cc1noc(C)c1NC(=O)N(C)C[C@H]1Oc2c(NC(=O)c3ccc(-c4nccs4)cc3)cccc2C(=O)N([C@H](C)CO)C[C@@H]1C	-1.4
C[C@H](CO)N1C[C@H](C)[C@@H](CN(C)S(=O)(=O)c2ccccc2)Oc2ccc(NC(=O)NC3CCCCC3)cc2CC1=O	5.1
CNC[C@@H]1Oc2cc(C#Cc3cccc(OC)c3)ccc2S(=O)(=O)N([C@@H](C)CO)C[C@@H]1C	4.9
